Pf Dd2 inh – blocks growth of Plasmodium falciparum Dd2 parasites | P. falciparum Dd2 growth, SYBR Green, 72 h; active compounds read low | activity change, % at 10 µM | 94,000 tested, 2.3% active | AID 1159554; in the data active means activity change below about -80%; inconclusive means no clear call, values can overlap the other calls
KDM4C inh – blocks human GASC-1 (KDM4C) demethylase activity | Q9H3R0 | GST-KDM4C 2-372, H3K9me3 peptide, LANCE TR-FRET | inhibition, % at 12.5 µM | 96,000 tested, 0.15% active;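 active means mean replicate inhibition above about 25%, with at least 55% of replicates also reaching it, limit read from the data, passing the limit was not always enough; inconclusive means only one of those two conditions met; inactive means neither condition met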
Target sequence (Q9H3R0 2-372 limits assumed): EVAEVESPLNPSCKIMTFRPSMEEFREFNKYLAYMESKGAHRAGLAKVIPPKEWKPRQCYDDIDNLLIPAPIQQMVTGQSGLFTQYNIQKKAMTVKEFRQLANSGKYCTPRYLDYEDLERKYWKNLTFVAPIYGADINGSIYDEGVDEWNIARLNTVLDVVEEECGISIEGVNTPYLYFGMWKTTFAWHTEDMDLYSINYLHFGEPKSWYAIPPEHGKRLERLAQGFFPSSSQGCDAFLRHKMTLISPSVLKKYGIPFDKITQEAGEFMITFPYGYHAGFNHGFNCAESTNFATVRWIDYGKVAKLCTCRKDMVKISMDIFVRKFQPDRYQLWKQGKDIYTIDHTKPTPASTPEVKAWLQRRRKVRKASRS
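System: N-terminal GST-fused human GASC-1 (KDM4C) fragment, residues 2-372 / Amount: 10 nM GST-KDM4C in enzyme reaction / Also added: H3K9me3 peptide with Fe(II)/2OG / Times: 30 min demethylation and 1 h detection at room temperature / Signal: LANCE TR-FRET / Read-out basis: Fall in 671/618 emission ratio as inhibition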
T cruzi growth – blocks T. cruzi growth in NIH3T3 culture | inhibition, % at 8.34 µM | 77,000 tested, 5.9% active | T. cruzi beta-gal in NIH3T3, GalScreen luminescence, 90 h | AID 624255;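 active means mean inhibition above about 93%, with at least 55% of replicates each passing it, limit read from the data, passing the limit was not always enough; inconclusive means only one of those two conditions holds; inactive means neither condition holds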
C diff growth – blocks growth of Clostridium difficile. Clostridium difficile clinical isolate growth, OD600, 24 h; active compounds read low. growth activity, negative = inhibition, % at 16 µg/mL (by protocol). 86,000 tested, 0.25% active. AID 1259249;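 active means mean growth activity at or below -80% and every replicate also at or below -80%; inconclusive means mean at or below -80% but some replicate above -80%; inactive means mean growth activity above -80%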;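 further: 0% = DMSO wells and -100% = levofloxacin 16 µg/mL wells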
Starred values were filed as active, the others as inactive; ? = inconclusive; nt = no result given; & = joins results of further samples. An unsorted share of the library; overall some 7.2% were active at least once.

SMILES	Pf Dd2 inh	KDM4C inh	T cruzi growth	C diff growth
Cc1ccc(S(=O)(=O)Nc2ccc3c(c2)CC(=O)N([C@H](C)CO)C[C@H](C)[C@H](CN(C)C(=O)Nc2ccc(F)cc2)O3)cc1	19	-3.2	6	-5
C[C@H]1CN([C@@H](C)CO)C(=O)c2cccc(NC(=O)Nc3ccccc3)c2O[C@H]1CN(C)Cc1ccc(C(F)(F)F)cc1	-14	1.0	53	2
C[C@@H]1CN([C@@H](C)CO)S(=O)(=O)c2ccc(-c3cccnc3)cc2O[C@H]1CN(C)CC1CC1	-9	0.9	-89	2
CCC(=O)Nc1ccc2c(c1)C(=O)N(C)C[C@@H](OC)[C@@H](C)CN(C(=O)c1cnccn1)[C@H](C)CO2	10	0.9	21	nt
Cc1ccc(S(=O)(=O)Nc2ccc3c(c2)C(=O)N([C@@H](C)CO)C[C@H](C)[C@@H](CN(C)C(=O)Nc2cccc4ccccc24)OCCCC[C@H](C)O3)cc1	-83*	-2.7	93	0
CCCNC(=O)N1C[C@H](C)[C@H](OC)CN(C)C(=O)c2cc(NC(=O)CC)ccc2OC[C@H]1C	14	1.7	19	nt
C[C@@H]1CN([C@@H](C)CO)C(=O)c2cc(NC(=O)CCCN(C)C)ccc2O[C@@H](C)CCCCO[C@@H]1CN(C)CC1CCCCC1	-43	2.3	32	2
CCC(=O)N1CCC2(CC1)CN(C(=O)Nc1ccc(F)cc1)[C@H](CO)c1c2c2ccc(OC)cc2n1C	-35	0.0	nt	5
C[C@@H]1CN([C@H](C)CO)C(=O)c2cc(NC(=O)CCCN(C)C)ccc2O[C@@H](C)CCCCO[C@@H]1CN(C)CC1CCCCC1	-46	2.1	-54	5
C[C@H]1CN([C@@H](C)CO)C(=O)c2cc(NS(=O)(=O)c3cccs3)ccc2O[C@@H]1CN(C)Cc1ccc(C(F)(F)F)cc1	5	1.3	33	-3
COc1ccc(S(=O)(=O)N2CCCCN3[C@H](CO)[C@H](c4ccc(C#CCC(C)C)cc4)[C@H]3C2)cc1	-72	1.1	55	7
C[C@H](O)C#Cc1ccc2c(c1)O[C@@H](CN(C)Cc1ccc(-c3ccccc3)cc1)[C@@H](C)CN([C@H](C)CO)S2(=O)=O	-42	0.9	78	5
C[C@@H]1CCCCO[C@H](CN(C)C(=O)Nc2cccc3ccccc23)[C@H](C)CN([C@H](C)CO)C(=O)c2cc(NS(=O)(=O)c3ccc(Cl)cc3)ccc2O1	-76	-1.6	105*	2
COc1ccc2c3c(n(C)c2c1)[C@@H](CO)N(CC1CCCCC1)CC31CN(C(C)=O)C1	9	-1.1	nt	9
C[C@@H]1CCCCO[C@H](CN(C)Cc2ccc3c(c2)OCO3)[C@H](C)CN([C@@H](C)CO)C(=O)c2cc(NC(=O)Nc3ccccc3)ccc2O1	?	0.1	16	5
CO[C@@H]1CN(C)C(=O)c2cc(NC(=O)NC(C)C)ccc2OC[C@@H](C)N(S(C)(=O)=O)C[C@H]1C	-2	nt	87	nt
C[C@H](CO)N1C[C@H](C)[C@@H](CN(C)Cc2ccc(Oc3ccccc3)cc2)Oc2ccc(NC(=O)NC3CCCCC3)cc2C1=O	-35	6.4	71	20
C[C@H](CO)N1C[C@H](C)[C@@H](CN(C)C(=O)NC2CCCCC2)Oc2ccc(NS(=O)(=O)c3ccc(F)cc3)cc2CC1=O	-10	1.2	-10	1
C[C@@H]1CCCCO[C@H](CN(C)C(=O)CCC(F)(F)F)[C@H](C)CN([C@H](C)CO)C(=O)c2cc(NS(=O)(=O)c3cn(C)cn3)ccc2O1	0	-0.3	19	-3
C[C@H](CO)N1C[C@H](C)[C@@H](CN(C)Cc2ccc3c(c2)OCO3)OCCCC[C@H](C)Oc2ccc(NC(=O)Nc3ccc4c(c3)OCO4)cc2C1=O	-24	0.7	91	nt
CO[C@H]1CN(C)C(=O)c2cc(C#N)ccc2OCC[C@@H]2CC[C@@H](OC)[C@H](CN(C)C(=O)[C@H]1C)O2	nt	-0.4	14	1
CNC[C@H]1Oc2ccc(NC(=O)Nc3ccc(OC)cc3)cc2CC(=O)N([C@H](C)CO)C[C@@H]1C	0	8.8	-8	-2
CC(C)NC(=O)N1[C@@H]2CN(C(=O)Nc3cccc(Cl)c3)c3ccccc3[C@@H]2[C@@H]1CO	4	-0.4	9	1
COc1ccc(-c2ccc3c(c2)O[C@H](CN(C)C(C)=O)[C@H](C)CN([C@H](C)CO)S3(=O)=O)cc1	-15	-0.2	79	-7
C/C=C/c1ccc([C@H]2[C@@H](CO)N(C(=O)CC)[C@@H]2CNC(=O)CC2CC2)cc1	-5	0.6	43	8
COCC(=O)Nc1ccc2c(c1)OC[C@H](C)N(C(=O)c1cnccn1)C[C@H](C)[C@H](OC)CN(C)C2=O	48	2.0	-9	nt
CO[C@H]1CN(C)C(=O)c2ccc(NC(=O)NC(C)C)cc2OC[C@@H](C)N(C(=O)C2CCC2)C[C@H]1C	9	6.8	4	nt
O=C(C[C@@H]1C[C@H]2c3cc(NC(=O)Cc4ccncc4)ccc3O[C@H]2[C@H](CO)O1)NCc1ccccn1	18	1.3	-46	nt
CN1CCCCN2[C@@H](CO)[C@@H](c3ccc(-c4cccnc4)cc3)[C@@H]2C1	-78	-1.3	92	-6
O=C(C1CCOCC1)N1[C@H](CO)[C@H](c2ccccc2)C12CN(Cc1cncnc1)C2	20	-1.1	nt	11
CS(=O)(=O)N1[C@@H](C#N)[C@@H](c2ccc(C#CC3CCCC3)cc2)[C@@H]1CO	16	-5.6	93	-2
C[C@@H]1CN([C@H](C)CO)C(=O)CCCn2cc(nn2)CO[C@H]1CN(C)Cc1ccc(C(=O)O)cc1	4	1.5	nt	-3
C[C@@H]1CN([C@@H](C)CO)C(=O)Cc2cc(NC(=O)Cc3cn(C)c4ccccc34)ccc2O[C@@H]1CN(C)Cc1ccc(C(=O)O)cc1	-1	-0.3	-38	-3
C[C@@H]1CN([C@H](C)CO)C(=O)Cc2cc(NC(=O)CCCCCC(=O)Nc3ccccc3N)ccc2O[C@H]1CN(C)S(C)(=O)=O	14	0.0	39	-3
COc1cccc(NC(=O)N[C@H]2C=C[C@H](CC(=O)Nc3ccc(-c4ccccc4)cc3)O[C@H]2CO)c1	6	-2.2	39	4
COc1ccc(S(=O)(=O)N(C)C[C@@H]2Oc3c(NS(=O)(=O)c4ccc(F)cc4)cccc3C(=O)N([C@@H](C)CO)C[C@H]2C)cc1	-10	16	14	-9
Cc1noc(C)c1NC(=O)N(C)C[C@@H]1OCCCC[C@@H](C)Oc2ccc(NC(=O)Nc3ccc(F)cc3)cc2C(=O)N([C@H](C)CO)C[C@@H]1C	13	3.3	-1	-8
C[C@H](CO)N1C[C@H](C)[C@H](CN(C)C(=O)C2CCOCC2)Oc2ncc(C3=CCCC3)cc2C1=O	37	2.9	nt	-3
C[C@H](CO)N1C[C@H](C)[C@@H](CN(C)S(C)(=O)=O)Oc2cc(-c3ccc(F)cc3)ccc2S1(=O)=O	3	-1.5	nt	nt
CNC(=O)C[C@H]1CC[C@@H]2[C@@H](COc3ccc(NC(=O)c4ccc(F)c(F)c4)cc3C(=O)N2C)O1	0	1.3	-7	-1

Profiles as entered above. Order of values: Pf Dd2 inh	KDM4C inh	T cruzi growth	C diff growth
Listed for C[C@@H]1CN([C@H](C)CO)C(=O)Cc2cc(NC(=O)CCCCCC(=O)Nc3ccccc3N)ccc2O[C@H]1CN(C)S(C)(=O)=O : 14	0.0	39	-3
Listed for CO[C@H]1CN(C)C(=O)c2cc(C#N)ccc2OCC[C@@H]2CC[C@@H](OC)[C@H](CN(C)C(=O)[C@H]1C)O2 : nt	-0.4	14	1
Listed for COCC(=O)Nc1ccc2c(c1)OC[C@H](C)N(C(=O)c1cnccn1)C[C@H](C)[C@H](OC)CN(C)C2=O : 48	2.0	-9	nt
Listed for COc1cccc(NC(=O)N[C@H]2C=C[C@H](CC(=O)Nc3ccc(-c4ccccc4)cc3)O[C@H]2CO)c1 : 6	-2.2	39	4
Listed for CC(C)NC(=O)N1[C@@H]2CN(C(=O)Nc3cccc(Cl)c3)c3ccccc3[C@@H]2[C@@H]1CO : 4	-0.4	9	1

Continuation:
SMILES	Pf Dd2 inh	KDM4C inh	T cruzi growth	C diff growth
O=C(c1cccc(F)c1)N1CC(=O)N2[C@H](CO)[C@H](c3ccc(-c4cccnc4)cc3)[C@@H]2C1	10	-1.4	nt	-1
CCC(=O)N1CCC2(CC1)CN(Cc1cc(F)ccc1F)[C@H](CO)c1[nH]c3cc(OC)ccc3c12	-87*	-0.5	nt	7
CO[C@@H]1CN(C)C(=O)c2cc(NC(C)=O)ccc2OC[C@H](C)N(CCC(F)(F)F)C[C@@H]1C	8	0.4	17	nt
C[C@H](CO)N1C[C@H](C)[C@@H](CN(C)C(=O)Nc2ccc3c(c2)OCO3)OCc2cnnn2CCCC1=O	13&-4	0.4	-11&19	2
CCCNC(=O)N1[C@@H](CO)[C@@H](c2ccc(C3=CCCC3)cc2)[C@@H]1CNC(=O)CC	9	-1.6	21	-3
COc1ccc2c3c([nH]c2c1)[C@H](CO)N(CC1CC1)CC31CCN(C(=O)c2ccccc2F)CC1	-48	-2.6	nt	3
CCCC(=O)Nc1ccc2c(c1)C(=O)N(C)C[C@@H](OC)[C@H](C)CN(Cc1cccc(F)c1)[C@@H](C)CO2	-55	0.7	-14	0
CO[C@H]1CN(C)C(=O)c2cc(NC(=O)C3CCCC3)ccc2OC[C@@H](C)N(C)C[C@H]1C	nt	-0.6	-45	nt
CCCNC(=O)N1CC2(C1)[C@H](c1ccccc1)[C@H](CO)N2CC1CC1	9	2.4	nt	2
O=C(N[C@H]1CC[C@@H](CCn2cc(-c3cccnc3)nn2)O[C@H]1CO)c1ccccc1F	6	2.6	-17	nt
C[C@H](CO)N1C[C@H](C)[C@H](CN(C)C(=O)Nc2ccc3c(c2)OCO3)OCCCC[C@H](C)Oc2ccc(NS(C)(=O)=O)cc2C1=O	-13	3.0	-165	6
N#C[C@H]1[C@H](c2ccccc2-c2cccc(F)c2)[C@@H](CO)N1C(=O)C1CCC1	-23	0.2	nt	11
COc1ccc(S(=O)(=O)Nc2ccc3c(c2)C(=O)N([C@@H](C)CO)C[C@H](C)[C@@H](CN(C)Cc2ccc(-c4ccccc4)cc2)O3)cc1	-20	1.0	93	13
Cc1ccc(S(=O)(=O)Nc2ccc3c(c2)CC(=O)N([C@H](C)CO)C[C@@H](C)[C@@H](CN(C)C(=O)Nc2cccc4ccccc24)O3)cc1	-8	-2.5	41	3
CC(C)NC(=O)N(C)C[C@H]1Oc2cc(C#C[C@H](C)O)ccc2S(=O)(=O)N([C@@H](C)CO)C[C@H]1C	15	-2.2	nt	1
C[C@H]1CN([C@@H](C)CO)C(=O)c2ccccc2-c2ccccc2CO[C@H]1CN(C)C(=O)C1CC1	48	-0.1	-11	-2
CCC(=O)Nc1ccc2c(c1)C(=O)N(C)C[C@H](OC)[C@H](C)CN(C(=O)CC)[C@H](C)CO2	2	1.2	-3	nt
Cc1noc(C)c1NC(=O)N(C)C[C@H]1Oc2c(NC(=O)c3nc4ccccc4s3)cccc2C(=O)N([C@H](C)CO)C[C@H]1C	-27	-0.4	-170	0
C[C@H](CO)N1C[C@H](C)[C@@H](CN(C)Cc2ccc(-c3ccccc3)cc2)Oc2ccc(NC(=O)Nc3ccc(C(F)(F)F)cc3)cc2CC1=O	?	-0.3	58	58
O=C(Nc1cccc(F)c1)N1CCCCN2[C@H](C1)[C@@H](c1ccc(-c3ccccc3F)cc1)[C@@H]2CO	-9	-0.1	101*	65
COc1ccccc1NC(=O)N[C@@H]1C=C[C@H](CC(=O)N[C@@H](C)c2ccccc2)O[C@H]1CO	10	-0.6	14	nt
C[C@@H]1CN([C@H](C)CO)C(=O)c2cccc(NC(=O)C3CC3)c2O[C@H]1CN(C)C(=O)Nc1ccc(F)cc1	25	1.2	81	-1
CO[C@@H](CN(C)C(=O)C1CCOCC1)[C@@H](C)CN(C(=O)Nc1ccc(C(F)(F)F)cc1)[C@H](C)CO	16	0.1	61	nt
COc1ccccc1NC(=O)N[C@H]1CC[C@@H](CCNS(=O)(=O)c2ccc(C)cc2)O[C@@H]1CO	24	-0.6	nt	-2
CN(C)CCCNC(=O)C[C@@H]1C=C[C@H](NC(=O)Cc2cccnc2)[C@H](CO)O1	-20	-0.9	23	nt
C[C@@H]1CN([C@@H](C)CO)C(=O)c2cc(C#CC3CC3)cnc2O[C@H]1CN(C)C(=O)c1ccncc1	22	-1.7	43	nt
C[C@H](CO)N1C[C@H](C)[C@@H](CN(C)S(=O)(=O)c2cccs2)Oc2ccc(NC(=O)CCCN(C)C)cc2CC1=O	-5	2.0	19	6

Screening results (PubChem)
